Bioassay records deposited in PubChem by several laboratories.
TNAP activators – stimulation of alkaline phosphatase TNAP activity – biochemical, luminescent, no phosphate acceptor, uHTS, primary screen (AID 1001); 0.03% of 200,000 active; activation fold at 20 µM, or EC50 in µM where a hit was titrated; purified TNAP, luminescent activation assay, no phosphate acceptor; higher activation fold means a stronger effect; in the data active = activation fold from about 3, or a potency from the dose series; inactive = the rest, 99 in 100 with activation fold below about 1.6; also: many of its hits are not listed in these tables
RSV antiviral HEp-2 – RSV antiviral activity via CPE protection, HEp-2 cells, primary 10 µM value included (AID 2391); HEp-2 cells, RSV-induced CPE inhibition; higher % means a stronger effect; CPE inhibition, % at 10 µM; hits with a dose series show IC50 in µM; 0.13% of 310,000 active; in the data active = a potency from the dose series; also: strong numbers were not always called active
SV40 large T antigen – SV40 large T antigen inhibitors, biochemical (AID 1903) | inhibition, % at 20 µM; hits with a dose series show IC50 in µM | SV40 large T antigen ATPase/helicase inhibition assay; higher % means a stronger effect | 0.39% of 310,000 active; in the data active = a potency from the dose series; also: strong numbers were not always called active
West Nile antiviral – West Nile virus antiviral activity, cell-based, CPE readout (AID 1621). West Nile virus-infected cells, CPE inhibition; higher % means a stronger effect. CPE inhibition, % at 10 µM; hits with a dose series show IC50 in µM. 0.02% of 290,000 active; in the data active = a potency from the dose series; also: strong numbers were not always called active
human PMI inhibition – MPI enzyme activity inhibition – biochemical, fluorescence intensity, coupled assay, primary screen (AID 1209); purified PMI enzyme, coupled fluorescence intensity; higher % means a stronger effect; one-dose inhibition, % at 20 µM; IC50 in µM for titrated hits; 0.42% of 190,000 active;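 also: plate controls were DMSO vehicle for no effect and wells lacking substrate for full effect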
PhoP inhibition – PhoP-dependent GFP reporter repression – Salmonella Typhimurium, primary screen (AID 1863); S. Typhimurium PhoP-regulated promoter GFP reporter, 4 h; higher % means a stronger effect; one-dose inhibition, % at 50 µM; IC50 in µM for titrated hits; 0.16% of 300,000 active;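 active = inhibition over 29.93%, a cutoff 3 SD above the screen mean, later confirmed by dose response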;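 also: 0% = low Mg2+ inducing control and 100% = high Mg2+ repressing control; strong numbers were not always called active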
CSM14.1 death rescue – protection against thapsigargin-triggered cell killing – 384-well, CSM14.1, ATP luminescence, primary screen (AID 1222) | CSM14.1 thapsigargin-induced death rescue, ATP luminescence; higher % means a stronger effect | one-dose cellular ATP content (survival), % at 20 µM; EC50 in µM for titrated hits | 190,000 tested, under 10 active;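 active = EC50 below 50 µM in the dose-response confirmation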;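 also: death triggered by thapsigargin at about 15 µM added after 2 h compound pretreatment; cell ATP read after overnight thapsigargin exposure of roughly 18 to 22 hours; normalized against plate controls of thapsigargin alone and 5% DMSO vehicle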
Insulin prom up – MIN6 insulin promoter up-regulation | MIN6 insulin promoter-GFP reporter, high-content imaging; active compounds read high | z-score at 5 µM | 0.3% of 190,000 active;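 active = z-score above 3 at 5 µM with at least 500 cells counted in the well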
human PMI inhibitors – human PMI inhibitors, high substrate, primary screen, biochemical, fluorescence intensity, high mannose 6-phosphate (AID 1220); recombinant PMI enzyme, coupled fluorescence intensity; higher % means a stronger effect; inhibition, % at 20 µM; hits with a dose series show IC50 in µM; 0.66% of 190,000 active
Insulin prom up cell count – recorded beside Insulin prom up, whose call it bears; cell count; measured here: cytotoxicity, nuclei count;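 total cells summed across four imaged fields per well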
Active calls of the source: *; . = not tested or not shown. Rule as the data show it, unless noted: active = inhibition above about 50%; inactive = the rest.

Structure	TNAP activators	RSV antiviral HEp-2	SV40 large T antigen	West Nile antiviral	human PMI inhibition	PhoP inhibition	CSM14.1 death rescue	Insulin prom up	Insulin prom up cell count	human PMI inhibitors
Cc1ccc(-n2c(N)cc(=O)nc2SCC(=O)N2CCN(c3ccccc3)CC2)cc1C	.	2.3%	9.1%	-0.3%	.	-7.7%	.	.	.	.
CC(=O)Oc1ccc(Oc2ccc(-c3noc(C)n3)cc2)cc1	1.1	10.4%	3.7%	1.5%	17.0%	-31.1%	-2.6%	-0.07	1192	16.0%
O=C(CSc1nc(O)c(Cc2ccccc2)c(=O)n1-c1ccccc1)N1CCOCC1	1	0.0%	9.7%	-0.1%	-0.2%	-8.0%	-2.5%	.	.	-4.5%
O=C(CNc1ccccc1OC(F)F)N1CCc2ccccc21	1	0.3%	5.0%	-0.6%	-14.1%	10.9%	1.7%	-0.22	1249	8.1%
COCc1ccc(C(=O)NC2CCCN(Cc3ccccc3F)C2)o1 (centres undefined)	.	1.6%	10.8%	0.2%	.	-1.4%	.	.	.	.
C[Si](C)(C)n1ccnc1	.	0.2%	4.4%	-0.2%	.	8.2%	.	.	.	.
CC(C)(C)/C(O)=C/c1nc2ccccc2oc1=O	0.9	-0.3%	29.2%	0.3%	3.3%	-5.4%	-1.0%	-0.13	1535	18.6%
COc1ccc(Cc2nnc(NC(=O)CSc3ccc(C)cc3)s2)cc1OC	1.1	-0.2%	-4.8%	0.6%	9.8%	-6.4%	-1.3%	1.33	1369	13.3%
CCOC(=O)c1ccc(NC(=O)Nc2c(C)nn(C)c2C)cc1	1.1	0.3%	7.5%	0.2%	3.3%	1.6%	.	0.23	938	4.2%
Cc1cc(C)n(CC2CC(=O)N(c3ccccc3)C2=O)n1 (centres undefined)	.	0.3%	3.5%	0.4%	.	-12.0%	.	-0.01	1418	.
O=C(O)/C=C\c1cccc(-n2nnnc2SCc2ccccc2F)c1	.	2.0%	7.2%	0.3%	.	2.0%	.	.	.	.
CC1CCN(S(=O)(=O)c2ccc(NC(=O)[C@@H]3CCCC[C@@H]3C(=O)O)cc2)CC1	.	2.0%	-0.6%	0.2%	.	5.8%	.	.	.	.
CCN1CCN(C(=O)Cn2ncc3ccsc3c2=O)CC1	1.1	-1.5%	1.1%	0.1%	15.9%	2.8%	.	1.24	1987	17.5%
CCn1c(N2CCN(C(=O)/C=C/c3ccccc3)CC2)nc2ccccc21	1	2.3%	20.1%	-1.0%	-9.4%	-5.3%	6.6%	-0.53	1344	-5.7%
Cc1ccccc1OCCN1C(=O)NC2(CCCc3ccccc32)C1=O (centres undefined)	1	2.3%	3.9%	-0.4%	9.9%	17.3%	-3.4%	0.46	1021	-1.1%
Cc1ccc(NS(=O)(=O)c2ccc(F)cc2)nc1	.	4.0%	4.0%	-0.4%	.	3.5%	.	.	.	.
C=Cn1cc[n+](CC(=O)c2ccc(C)cc2)c1	1	3.6%	17.7%	-0.6%	-14.8%	-4.8%	2.0%	0.21	1212	-8.9%
C=CCOn1c(=O)c(-c2ccc(C)cc2)[n+]([O-])c2ccccc21	.	-0.1%	24.9%	-0.6%	.	-4.2%	.	.	.	.
COCCCNC(=S)NNC(=O)c1ccc(S(=O)(=O)N2CCC(C)CC2)cc1	1.9	2.1%	26.2%	-1.7%	-4.2%	2.5%	2.4%	-0.53	1434	-5.4%
O=C1CC[C@@H](CN(Cc2ccccc2)Cc2cn[nH]c2-c2cc3ccccc3o2)N1	1.2	0.6%	8.4%	-1.2%	20.5%	-12.8%	-2.8%	-0.71	1466	19.7%
CCCNC(=O)c1nc(C)n(-c2cc(Cl)ccc2Cl)n1	1.1	1.1%	28.7%	-0.5%	-5.0%	0.5%	-1.5%	-0.19	1085	3.0%
Cc1cccc(NC(=O)C2c3ccccc3Oc3ccccc32)n1	1.1	3.0%	22.2%	-0.3%	10.9%	-8.1%	2.7%	.	.	2.2%
O=C(O)CC1(CC(=O)Nc2ccc(F)cc2F)CCCCC1	.	1.0%	7.0%	0.0%	.	-3.2%	.	-0.22	1501	.
CCOc1ccc2[nH]c(=O)c(CN(CCCO)S(=O)(=O)c3ccc(F)cc3)cc2c1	.	0.0%	3.0%	-0.6%	.	-2.3%	.	.	.	.
COc1ccc([C@H]2[C@H](C(C)=O)N3N=Cc4ccccc4C3C23C(=O)OC(C)(C)OC3=O)cc1 (some centres undefined)	1	2.2%	14.9%	-0.6%	-24.3%	12.2%	-3.5%	0.07	1176	1.7%
COc1ccc(NC(=O)CCSc2nc(C)cs2)cc1	.	-0.6%	5.1%	-0.7%	.	-0.8%	.	.	.	.
Cn1c(=O)[nH]c(=O)c2c1nc(SCC(=O)O)n2CCc1ccccc1	1.1	1.2%	17.8%	0.0%	-38.7%	-9.8%	-1.6%	0.48	1380	-77.5%
CCc1ccc(NC(=O)C2CCC(CNC(=O)[C@@H]3Cc4ccccc4CN3)CC2)cc1 (some centres undefined)	.	5.6%	8.4%	-0.4%	.	-4.0%	.	.	.	.
Cc1cc(CN(C)Cc2ccc(OCC(O)CN(C)Cc3ccccc3)cc2)on1 (centres undefined)	1	-1.7%	9.9%	-1.5%	7.6%	-0.3%	-1.2%	-1.1	1302	7.3%
O=C(NCC(=O)N(c1ccccc1)C(C(=O)NC1CCCCC1)c1cccnc1)c1ccco1 (centres undefined)	.	-0.3%	2.3%	-0.4%	.	11.0%	.	.	.	.
O=C(Nc1ccc(N2CCOCC2)c(Cl)c1)c1ccc(F)cc1	1.1	4.6%	22.0%	0.3%	3.6%	-2.1%	-2.0%	-0.02	1160	0.1%
C/C(=N\NC(=O)Cn1cc([N+](=O)[O-])cn1)c1ccco1	.	1.1%	-0.9%	0.1%	.	-13.1%	.	-0.33	1042	.
O=C(O)C1C2C=CC(C2)C1C(=O)NCc1ccc(Cl)c(Cl)c1 (centres undefined)	1.1	10.3%	3.0%	-1.6%	6.4%	3.1%	-1.1%	-0.01	1294	2.8%
Cc1nn(CC(=O)NCc2ccc(OC(C)C)cc2)c(=O)c2cc3occc3n12	1.2	8.0%	4.2%	.	5.5%	-6.2%	-0.4%	-0.75	809	8.1%
CC(C)(C)Cc1nnc(NC(=O)CCc2ccccc2)s1	.	1.7%	5.4%	-1.0%	.	5.1%	.	.	.	.
CC(C)(C)c1ccc(C(=O)c2c[nH]c(C(=O)NCc3ccco3)c2)cc1	1.1	2.9%	4.6%	.	3.9%	-8.1%	-1.0%	-0.9	1050	3.4%
O=C(N/C(=C\c1cccc(Br)c1)C(=O)N1CCOCC1)c1ccco1	.	0.4%	-2.2%	-0.1%	.	3.8%	.	.	.	.
COc1c(C)cc(C(=O)C2CCCN(S(=O)(=O)N(C)C)C2)cc1C (centres undefined)	.	17.4%	-0.9%	-1.1%	.	1.6%	.	.	.	.
C/C(CC(=O)NCc1ccccc1)=N\NC(N)=S	1	-1.6%	12.5%	-0.3%	-11.9%	-7.6%	0.2%	-0.54	1240	-6.7%
Cc1ccc(NC(=S)NCc2cccs2)c(C)c1	1.1	2.4%	2.7%	-0.9%	1.1%	7.4%	-0.6%	0.61	881	-0.7%
COC(=O)c1ccc(NC(=S)NC2CC3CCC2C3)cc1 (centres undefined)	1	7.0%	3.2%	0.0%	6.1%	1.7%	-2.4%	0.3	1404	-13.7%
COc1cc(C(=O)OCC(=O)Nc2c(F)cccc2F)cc(OC)c1C	1	2.6%	4.0%	-0.3%	1.7%	-7.4%	-0.7%	0.24	1346	7.1%
Cc1cc(NS(=O)(=O)c2ccc(NS(=O)(=O)c3ccc(CC(C)C)cc3)cc2)nc(C)n1	1.1	-0.7%	0.1%	0.6%	-0.8%	-7.1%	-1.8%	0.73	1539	11.6%
N/C(=N/OC(=O)c1cccc([N+](=O)[O-])c1)c1cccc([N+](=O)[O-])c1	1.1	0.7%	6.3%	-0.7%	-2.2%	3.8%	-0.3%	1.19	1500	-2.5%
CC(C)(C)NNC(=S)Nc1cccc(F)c1	.	0.9%	8.2%	0.1%	.	-6.2%	.	0.02	1410	.
Cc1ccccc1Cn1c(CN2CCN(c3ccc(F)cc3)CC2)nc2c1c(=O)n(C)c(=O)n2C	1	1.5%	4.9%	.	-2.7%	2.3%	-0.2%	-0.56	1240	-3.2%
Cc1ccc(S(=O)(=O)N2CCN(C(=O)c3ccccn3)CC2)cc1	1.1	2.0%	19.6%	-0.3%	-7.4%	0.5%	1.7%	0.26	1670	-2.9%
CCN1C(N(C)CCc2cccs2)=N[C@@H](c2ccccc2)C(C(=O)OC)=C1C	.	1.7%	6.0%	-0.9%	.	-4.0%	.	.	.	.
CCCCN(C)C(=O)c1ccc2c(c1)N(CC)C(=O)c1ccccc1S2(=O)=O	1.1	3.2%	1.4%	-0.1%	6.1%	1.9%	.	-0.91	931	4.5%
C#Cc1ccc([C@H]2C=C(C(=O)N3CCOCC3)O[C@@H](OCc3ccc(CO)cc3)C2)cc1	1.1	1.5%	4.9%	.	7.6%	-11.4%	-0.1%	-0.24	1403	5.1%
COc1ccccc1CNC(=O)COC(=O)c1n[nH]c2ccccc12	1	1.1%	-3.2%	-0.2%	-8.9%	-2.5%	0.6%	0.61	947	-9.1%
O=C(CCC(=O)N1CCCCC1)Nc1ccc(Cl)c(Cl)c1	.	2.6%	15.7%	0.6%	.	3.7%	.	.	.	.
CCCc1cc(N2CCN(c3ccccn3)CC2)n2nc(C)c(-c3ccccc3)c2n1	1.1	1.2%	-9.9%	-0.3%	-7.4%	29.6%	3.8%	0.08	918	-4.2%
Cc1sc(NC(=O)c2cccs2)c(C(=O)OC(C)C)c1C	1	0.4%	10.0%	0.8%	-8.1%	-3.8%	1.7%	-0.47	1347	3.6%
CCNS(=O)(=O)c1ccc(CCC(=O)N2CCCC2)cc1	.	0.9%	-1.2%	-0.1%	.	-0.4%	.	.	.	.
COc1ccc(S(=O)(=O)Nc2ccccc2OC)cc1NC(=O)CC1CC2CCC1C2 (centres undefined)	1.1	2.4%	6.9%	-2.0%	9.8%	2.2%	-1.8%	-0.76	1171	11.8%
CCC(C)(C)N(C(=O)CCC(=O)Nc1cc(C)on1)C(C(=O)NC(C)(C)C)c1ccc(OC)cc1 (centres undefined)	.	0.4%	10.0%	-0.4%	.	-1.9%	.	.	.	.
CCN1CCN(c2nc(Nc3cccc(OC)c3)nc(N)c2[N+](=O)[O-])CC1	.	2.9%	19.0%	0.9%	.	0.5%	.	.	.	.
COc1ccc(-c2nnc(SC(C)C(=O)NNC(=O)c3ccc(C)cc3)o2)cc1 (centres undefined)	1.1	0.3%	5.0%	-0.3%	0.8%	11.7%	-3.0%	-0.36	1380	-4.5%

An unsorted share of the library. Share with any hit: about 1.5%.
